# Assay outcomes as filed in PubChem.
# bIAP inhibitor: bovine intestinal alkaline phosphatase inhibitors, primary screen, selectivity assay for TNAP inhibitor project, biochemical, bovine IAP, CDP-star luminescence; alkaline phosphatase, intestinal [Bos taurus]; purified bovine IAP, 30 min; inhibition, % at 20 µM; 190,000 tested, under 10 active;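 active means over 50% inhibition of intestinal alkaline phosphatase at 20 µM in the single-dose screen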
#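 test system = bovine IAP enzyme | medium = DEA buffer 100 mM, pH 9.8, with MgCl2 1.0 mM, ZnCl2 0.02 mM | detection = luminescence | dosing = single compound dose of 20 µM, 2% DMSO final | incubation = 30 min reaction at room temperature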
# TNAP inh hiacc: human TNAP enzyme inhibitors, primary screen, biochemical, luminescent, high phosphate acceptor level, uHTS; purified TNAP, CDP-star luminescence, 1 M DEA; inhibition, % at 20 µM; 0.03% of 200,000 active;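 active means over 50% inhibition of tissue-nonspecific alkaline phosphatase at 20 µM in the single-dose screen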;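 further: plate controls were DMSO wells for no effect and EDTA-quenched wells as full inhibition for full effect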
# Target sequence (P05186 whole entry, looked up): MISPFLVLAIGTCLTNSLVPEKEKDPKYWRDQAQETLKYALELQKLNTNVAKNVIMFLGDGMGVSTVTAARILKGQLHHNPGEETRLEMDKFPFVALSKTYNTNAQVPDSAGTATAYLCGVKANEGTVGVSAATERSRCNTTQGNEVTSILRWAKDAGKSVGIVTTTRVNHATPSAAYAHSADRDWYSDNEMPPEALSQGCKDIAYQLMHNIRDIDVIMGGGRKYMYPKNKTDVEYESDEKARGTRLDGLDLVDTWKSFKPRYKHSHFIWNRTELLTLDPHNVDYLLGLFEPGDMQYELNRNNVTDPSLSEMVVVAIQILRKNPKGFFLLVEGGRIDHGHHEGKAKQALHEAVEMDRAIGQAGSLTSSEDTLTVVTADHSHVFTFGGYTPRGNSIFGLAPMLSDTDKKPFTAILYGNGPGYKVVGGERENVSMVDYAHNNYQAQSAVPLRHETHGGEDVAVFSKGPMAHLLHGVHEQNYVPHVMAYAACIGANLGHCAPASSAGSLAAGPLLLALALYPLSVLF
# SRC2 TRFRET art: TR-FRET signal artefacts, primary screen, artefact control for PPARgamma SRC-2 agonist project, biochemical; TR-FRET artefact counter-screen; active compounds read high; TR-FRET ratio at 8 µM; 0.4% of 200,000 active; AID 1049, 2008; in the data active means TR-FRET ratio above about 2000; further: inactives centre near 1500
# HMGR II inh: inhibitors of E. faecalis class II HMGR, primary screen, biochemical, Enterococcus faecalis; purified E. faecalis HMGR, NADPH absorbance 340 nm kinetic; 0.41% of 190,000 active; HMG-CoA reductase (Enterococcus faecalis, mvaE); inhibition, % at 10 µM;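 active means inhibition above a set limit, the median over all tested compounds plus 3 SD, cut at about 9.5% in these data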;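 further: enzyme runs in reverse so mevalonate oxidation gives rising NADPH absorbance; 0% = complete reaction with DMSO and 100% = background rate lacking mevalonate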
# PPARg SRC3 recr: PPARgamma agonists recruiting SRC-3 coactivator, primary screen, biochemical. Peroxisome proliferator-activated receptor gamma (Homo sapiens), P37231. biochemical PPARgamma/SRC-3 coactivator recruitment assay. activation, % at 8 µM. 0.26% of 200,000 active. AID 731, 2007; in the data active means activation above about 23%;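 further: 0% = DMSO and 100% = reference agonist; some compounds past the cut are filed as inactive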
# Target sequence (P37231 whole entry, looked up): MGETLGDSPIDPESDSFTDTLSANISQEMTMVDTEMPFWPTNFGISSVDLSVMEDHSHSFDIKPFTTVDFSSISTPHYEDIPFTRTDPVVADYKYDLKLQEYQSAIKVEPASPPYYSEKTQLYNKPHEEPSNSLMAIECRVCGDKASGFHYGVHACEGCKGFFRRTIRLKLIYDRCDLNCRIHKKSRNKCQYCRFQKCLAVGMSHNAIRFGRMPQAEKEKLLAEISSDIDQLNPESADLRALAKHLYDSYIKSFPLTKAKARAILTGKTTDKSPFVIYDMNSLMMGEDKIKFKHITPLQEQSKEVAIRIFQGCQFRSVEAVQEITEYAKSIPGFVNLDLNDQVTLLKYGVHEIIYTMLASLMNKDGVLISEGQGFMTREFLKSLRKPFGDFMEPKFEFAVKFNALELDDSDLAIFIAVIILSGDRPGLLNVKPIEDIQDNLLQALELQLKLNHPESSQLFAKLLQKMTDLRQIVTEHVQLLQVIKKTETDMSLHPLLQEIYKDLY
# TNAP inh noacc: human TNAP enzyme inhibitors, primary screen, biochemical, luminescent, no phosphate acceptor, uHTS. Alkaline phosphatase, tissue-nonspecific isozyme (Homo sapiens), P05186. purified TNAP, CDP-star luminescence, 30 min. inhibition, % at 20 µM. 0.26% of 200,000 active. AID 1012, 2008;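 active means tissue-nonspecific alkaline phosphatase inhibition above about 50% at 20 µM in the single-dose screen, limit read from the data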;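 further: 0% = DMSO negative control and 100% = EDTA positive control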
# PPARg SRC2 recr: agonists of PPARg-SRC-2 recruitment, primary screen, biochemical, HTS; Peroxisome proliferator-activated receptor gamma (Homo sapiens), P37231; PPARgamma LBD-SRC-2 recruitment; activation, % at 8 µM; 0.34% of 200,000 active; AID 1032, 2008; in the data active means activation above about 22%;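 further: 0% = vehicle and 100% = reference agonist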
# TNAP act hi DEA: TNAP activators at high phosphate acceptor level, primary screen, biochemical, luminescence, uHTS. purified TNAP, CDP-star luminescence, 1 M DEA, 30 min; active compounds read high; 0 = EDTA background, 1 = DMSO-only activity. activation factor at 20 µM. 200,000 tested, under 10 active. AID 1136, 2008;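 active means activation factor at least 2 at 20 µM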
#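 Assay system: human TNAP; Input: enzyme diluted 1/800 final; Reagent: CDP-star luminogenic substrate at 100 µM final; Timing: 30 min, room temperature; Signal: luminescence; Evaluation: TNAP activation factor scaled between EDTA and DMSO control wells.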
# PPARg SRC1 recr: PPARgamma agonists recruiting SRC-1 coactivator, primary screen, biochemical; Peroxisome proliferator-activated receptor gamma (Homo sapiens), P37231; PPARgamma-SRC-1 coactivator recruitment biochemical assay; AID 631, 2007; 0.41% of 200,000 active; activation, % at 8 µM; in the data active means activation above about 19%;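 further: 0% = DMSO and 100% = reference agonist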
# bIAP activator: bovine intestinal alkaline phosphatase activators, primary screen, biochemical, bovine IAP, CDP-star luminescence. activation factor at 20 µM. 0.17% of 200,000 active. purified bovine IAP, 30 min; active compounds read high; fold of DMSO-control signal, blank-subtracted. alkaline phosphatase, intestinal [Bos taurus];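 active means activation factor of 2 or more at 20 µM, a signal rise over negative controls twice the positive control's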
# An asterisk follows results filed as active; · = not tested or not shown.
# The line under a structure holds: TNAP act hi DEA	bIAP activator	TNAP inh hiacc	PPARg SRC3 recr	TNAP inh noacc	SRC2 TRFRET art	bIAP inhibitor	PPARg SRC2 recr	HMGR II inh	PPARg SRC1 recr
1: COc1cc2c(cc1NC(=O)CCCN1C(=O)CCC1=O)oc1ccccc12
  1	0.9	-1	-7	-10	1405	9	4	-3	1
2: CC(NC(=O)CN1CCCC1)C12CC3CC(CC(C3)C1)C2 (stereo not given)
  1.1	1.2	-5	9	-10	1530	-15	4	-1	3
3: Cc1ccc(-n2nc3ccc(N)cc3n2)cc1
  1	0.8	2	2	-11	1614	16	0	4	-2
4: Cc1cc(C)nc(-n2nc(C)cc2NC(=O)CNC(C)c2ccccc2)n1 (stereo not given)
  1	1	0	-2	-6	1577	2	5	2	-4
5: CC1(c2ccc3ccccc3c2)NC(=O)N(CC(=O)NCc2cccs2)C1=O (stereo not given)
  1	0.9	-5	4	-7	1484	7	-9	0	0
6: COc1cccc(C(=O)Nc2ccc(Cl)c(C(F)(F)F)c2)c1
  1	0.4	4	-4	-11	1365	·	-3	-3	-3
7: CCOC(CNC(=O)c1ccc2c(c1)ncn2-c1cccc(F)c1)OCC
  1	1.1	1	2	-6	1623	-5	5	0	11
8: O=C(CCC(=O)c1cccs1)Nc1ccccc1F
  1.1	0.9	-5	10	-10	1395	5	0	0	-5
9: Cc1cc(N2CCCc3ccccc32)n2ncnc2n1
  1	0.9	4	8	-9	1705	7	2	-1	7
10: Cc1cccc(C)c1OCC(=O)OC/C(O)=C(\C#N)c1nc2ccccc2[nH]1
  1	1	0	1	-67	1522	0	3	3	5
11: O=c1ccc(Cl)cn1Cc1ccccc1F
  1	0.9	2	10	-9	1680	15	15	-10	8
12: Cn1c(=O)[nH]c(=O)c2c1nc(N1CCCCCC1)n2CCN1CCCCCC1
  1	1	-5	6	-2	1499	4	6	-5	3
13: Oc1ccc(NCc2ccccc2OCc2ccccc2F)cc1
  1	0.7	-4	12	-6	1500	25	12	2	12
14: O=C(N/N=C/c1c(Cl)cccc1Cl)c1ccccc1F
  1	1.2	-5	-2	-5	1568	-21	-1	1	-7
15: O=C(CSc1nccc(=O)[nH]1)Nc1cccc(S(=O)(=O)N2CCOCC2)c1
  1	1.1	-1	5	-12	1719	-13	-5	0	2
16: C/C(=N\Nc1ccc(Cl)c(C(=O)O)c1)c1cc2ccccc2o1
  1	1	-3	-1	-8	1340	2	-9	-14	6
17: COc1ccccc1C(=O)Nc1nnc(-c2ccco2)s1
  1.1	1	-6	6	-8	1757	4	9	1	7
18: Cc1cc(C)c([N+](=O)[O-])cc1NCC(=O)N1CCN(c2ccccc2)CC1
  1	1	-1	7	-4	1595	5	11	-4	10
19: COc1cc(C(c2c(C)[nH][nH]c2=O)c2c(C)[nH][nH]c2=O)ccc1OS(=O)(=O)c1ccc(C)cc1
  0.5	1.2	51*	-4	12	1455	-16	-4	-5	-7
20: CCCSc1ncnc2sc(C)c(C)c12
  1	1	-1	2	-8	1602	-3	5	-1	-1
21: NNC(=O)c1sccc1OCc1ccc(Cl)cc1Cl
  1	1.2	-5	0	-13	1598	-18	4	-2	0
22: CCOc1cc(C2c3c(n[nH]c3C)C(=O)N2c2ccc(C)cc2)ccc1O (stereo not given)
  1.1	1.1	-6	2	-14	1536	-8	4	-9	-7
23: CC(=O)c1cc(C(=O)Nc2ccc(C(=O)O)cc2)oc1C
  1	0.9	-2	-6	-4	1630	10	6	-8	5
24: COc1ccc(S(=O)(=O)N(C)CC(=O)NC2CCCC2)cc1Cl
  1	1	-1	1	0	1440	-1	-7	-1	7
25: O=C(Nc1nnc(C2CC2)s1)c1ccco1
  1	1.2	2	0	0	1673	-18	2	-5	-3
26: CC(Oc1ccc(F)cc1)c1ccnc2nc(/N=C/N(C)C)nn12 (stereo not given)
  1	1.1	-1	-3	-4	1656	-7	9	-2	1
27: CCN(C(=O)CSc1nc2ccccc2c(=O)n1-c1ccc(C)cc1)C1CCS(=O)(=O)C1 (stereo not given)
  1.1	0.9	-6	0	-19	1710	7	7	-1	5
28: Cn1cnnc1Sc1nc2ccccc2nc1NS(=O)(=O)c1ccccc1
  1.1	1	-5	1	-1	1510	4	8	1	-3
29: Cc1cc(=O)oc2cc(OC(=O)CCN3C(=O)c4ccccc4C3=O)ccc12
  1	1.1	1	-4	-5	1473	-13	6	0	-3
30: COc1ccc(C(=O)/C=C/c2ccc(OC)c(O)c2)c(F)c1
  0.9	0.8	15	2	14	1632	22	-6	-7	-2

# Structures shown so far with two or more sulfur atoms, in the order listed:
# The line under a structure holds: TNAP act hi DEA	bIAP activator	TNAP inh hiacc	PPARg SRC3 recr	TNAP inh noacc	SRC2 TRFRET art	bIAP inhibitor	PPARg SRC2 recr	HMGR II inh	PPARg SRC1 recr
15: O=C(CSc1nccc(=O)[nH]1)Nc1cccc(S(=O)(=O)N2CCOCC2)c1
  1	1.1	-1	5	-12	1719	-13	-5	0	2
20: CCCSc1ncnc2sc(C)c(C)c12
  1	1	-1	2	-8	1602	-3	5	-1	-1
27: CCN(C(=O)CSc1nc2ccccc2c(=O)n1-c1ccc(C)cc1)C1CCS(=O)(=O)C1 (stereo not given)
  1.1	0.9	-6	0	-19	1710	7	7	-1	5
28: Cn1cnnc1Sc1nc2ccccc2nc1NS(=O)(=O)c1ccccc1
  1.1	1	-5	1	-1	1510	4	8	1	-3

# Other entries follow:
# The line under a structure holds: TNAP act hi DEA	bIAP activator	TNAP inh hiacc	PPARg SRC3 recr	TNAP inh noacc	SRC2 TRFRET art	bIAP inhibitor	PPARg SRC2 recr	HMGR II inh	PPARg SRC1 recr
31: COc1ccc(-c2cc(C(=O)NC3=NCCS3)c3ccccc3n2)cc1OC
  1.1	1	-5	3	-12	1579	-2	6	-2	4
32: Cc1ccc(-c2nnc(CSc3nnc(COc4cccc5ccccc45)n3-c3ccccc3)o2)cc1
  1.1	1	-6	7	-17	1559	-4	0	1	12
33: COc1ccc(CC(=O)OCC(=O)NC(=O)NC(C)C)cc1
  1	0.9	-4	0	-18	1736	7	7	-5	4
34: O=C(c1cc(Cl)c(=O)n(Cc2ccc(Cl)cc2)c1)N1CCOCC1
  1	1	-2	3	-2	1503	-5	2	0	4
35: CCC1(c2cccc(Cl)c2)NC(=O)N(Cc2cc(C(=O)OC)c(C)o2)C1=O (stereo not given)
  1	1.2	-3	2	-1	1640	-19	-2	-3	11
36: CC(C)CN1CCN(Cc2cccc3ncccc23)CC1CCO (stereo not given)
  1	0.9	-3	4	-8	1385	5	9	-6	4
37: CCOC(=O)C1=C(C)Nc2nnnn2C1c1ccccc1Cl (stereo not given)
  1.1	0.8	-8	-1	-3	1793	20	17	0	1
38: NC(=O)C1(N2CCCCC2)CCN(C(=O)Nc2ccccc2C(F)(F)F)CC1
  0.9	1	7	0	4	1469	-3	-4	6	-2
39: CCCCCCCc1ccc(-c2ccc(O)cc2)nc1
  1	0.8	-4	2	-6	1444	24	3	0	-3
40: CN(C)S(=O)(=O)n1cnc(-c2ccccc2)c1-c1ccccc1
  1	0.9	-2	-7	-10	1453	9	-12	0	-3
41: Cc1c(C2(O)C(=O)Nc3ccc(F)cc32)c(=O)n(-c2ccccc2)n1C (stereo not given)
  1	0.9	-4	-5	-15	1492	12	0	1	-2
42: Cc1cccc(C)c1OC1(c2ccccc2)OC(=O)c2ccccc21 (stereo not given)
  1	0.7	-4	-1	5	1506	34	1	1	-6
43: Cc1nn(Cc2ccc(Cl)cc2)c(C)c1NC(=O)c1noc2c1CCc1ccccc1-2
  1.1	0.8	-9	-3	-9	1509	16	-4	2	2
44: O=c1cc(-c2ccccc2)nc(N2CCN(Cc3ccccc3)CC2)[nH]1
  1	1	-3	10	-9	1484	2	6	-4	4
45: CC(/C=C/c1ccccc1)=N/O
  1	1	-3	10	-9	1579	4	7	-7	11
46: COc1ccc(Nc2nnc(Cc3ccc(Cl)cc3)c(=O)[nH]2)c(OC)c1
  1	0.9	1	-1	-2	1688	8	5	-5	0
47: Cc1ccc(NC(=O)C2CCCN(C(=O)c3ccc(Cl)cc3)C2)cc1 (stereo not given)
  1	1.2	-5	1	-6	1596	-16	10	-6	4
48: CC(=O)c1c(C)nn(CCC(=O)O)c1C
  1.1	0.9	-9	8	-5	1654	9	5	1	6
49: O=C(NCCCN1CCCCCC1)c1ccc(CS(=O)(=O)Cc2ccccc2F)o1
  1	0.9	-1	2	-10	1467	12	3	1	8
50: COc1ccc2c(c1)CCN(C(=O)CCl)C2C1C(=O)CCCC1=O (stereo not given)
  1	1.1	1	2	-3	1582	-6	-1	-6	2
51: CC(C)C(C)NC(=O)COc1ncnc2ccccc12 (stereo not given)
  1.1	0.9	-6	-12	-12	1597	7	6	-2	2
52: COC(=O)C1=C(C)OC(N)=C(C#N)C1c1ccsc1 (stereo not given)
  1	1	0	14	0	1611	2	-3	-3	-2
53: CCOC(=O)N1CCC(NC(=O)c2cc3cc4cc(OC)ccc4nc3o2)CC1
  1	1	-4	-6	-13	1543	-1	-8	5	7
54: Cc1cccc(-n2c(SCC(=O)NCc3ccc4c(c3)OCO4)nc3ccccc3c2=O)c1
  1	1	-5	6	-7	1515	1	-16	-2	1
55: C=CCOc1ccc(CNn2nnnc2N)cc1
  1	1	-4	7	-6	1327	3	-10	-4	-8
56: Cc1ccc(C(=O)NCC(=O)N2CCN(S(=O)(=O)c3cccs3)CC2)s1
  1	0.9	-2	3	-12	1737	8	7	-3	11
57: Nc1ccc(Sc2nc3ccccc3[nH]2)cc1
  1	1	-2	2	0	1700	2	9	0	3
58: OCCC1CN(Cc2ccc3c(c2)CCO3)CCN1Cc1ccc(F)cc1 (stereo not given)
  1.1	1.1	-7	-5	-9	1554	-7	-7	-2	0
59: CCSc1nnc([C@H](Cc2ccccc2)NC(=O)OC(C)(C)C)o1
  1	0.9	-2	0	-3	1424	6	4	-5	-2
60: COC(=O)c1cc2c(ccn2-c2ccc(F)cc2)n1CC(C)C
  1	0.9	1	4	-1	1509	7	0	-1	2
61: COc1ccc(Sc2nc3ccccc3n3c(C(F)(F)F)nnc23)cc1
  1	0.9	-1	-5	-4	1593	9	6	0	1
62: Cc1ccc(C(C)NC(=O)c2cc(C)oc2C)cc1 (stereo not given)
  1	0.9	0	-22	-5	1579	11	-6	-2	1
63: O=C(CNS(=O)(=O)c1ccccc1)Nc1cccc([N+](=O)[O-])c1
  1	1.2	-4	10	-6	1497	-16	10	-1	3
64: COc1ccc(-c2c[n+]3c(n2-c2c(C)n(C)n(-c4ccccc4)c2=O)CCCCC3)cc1
  1.1	1.1	-6	5	-8	1571	-8	13	1	-3
65: CCOc1nc(Nc2ccc(OC)c(Cl)c2)nc(N2CCN(c3ccc(OC)cc3)CC2)n1
  1	1	-4	-3	-2	1361	-4	9	1	6
